TDP2 absorb: human TDP2 enzyme inhibitors, primary screen, biochemical, epi absorbance, recombinant enzyme | T5PNP hydrolysis, p-nitrophenol absorbance 415 nm | AID 720702, 2013 | Tyrosyl-DNA phosphodiesterase 2 (Homo sapiens), O95551 | 370,000 tested, 0.34% active | inhibition, % at 12.8 µM;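 active means inhibition above the mean of all tested compounds plus 3 SD, set per campaign, cut at about 25% in these data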;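 further: 0% = DMSO with enzyme and 100% = buffer with substrate but no TDP2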
Target sequence (O95551 whole entry, looked up): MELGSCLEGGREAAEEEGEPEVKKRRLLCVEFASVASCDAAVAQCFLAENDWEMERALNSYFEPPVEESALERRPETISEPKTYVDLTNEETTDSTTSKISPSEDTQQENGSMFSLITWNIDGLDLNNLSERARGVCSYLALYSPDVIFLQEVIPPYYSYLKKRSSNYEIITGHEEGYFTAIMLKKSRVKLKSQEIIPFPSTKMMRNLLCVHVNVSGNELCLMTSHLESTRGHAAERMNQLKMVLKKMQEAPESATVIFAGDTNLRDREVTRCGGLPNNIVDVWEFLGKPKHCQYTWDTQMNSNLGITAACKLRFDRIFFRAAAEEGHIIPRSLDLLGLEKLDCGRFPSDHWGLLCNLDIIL
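Assay system: Recombinant human TDP2 | Quantity: 120 nM TDP2 per well | Incubation: 2 h at 37 °C | Signal: Epi absorbance | Evaluation: Percent inhibition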
PRMT1 inh: PRMT1 methyltransferase inhibitors, primary screen, biochemical, fluorescence polarization | Protein arginine N-methyltransferase 1 (Homo sapiens), Q99873 | AID 652257, 2013 | recombinant PRMT1, activity-based probe fluorescence polarization | inhibition, % at 2.79 µM | 370,000 tested, 1.3% active;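 active means inhibition above about 21% made by adding two undisclosed values, limit read from the data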
PG9 binder: binders of HIV-1 gp120 antibody PG9, primary screen, biochemical, TR-FRET; 360,000 tested, 0.43% active; AID 624416, 2012; inhibition, % at 6.7 µM; HIV-1 gp120 / PG9 antibody interaction; TR-FRET gp120-PG9 antibody binding; in the data active means inhibition above about 8.5%
NR1D1 modulator: modulators of Rev-erb alpha DNA binding, primary screen, biochemical, FITC-DNA, fluorescence polarization, uHTS; Nuclear receptor subfamily 1 group D member 1 (Homo sapiens), P20393; Rev-erbα–FITC-DNA binding, 90 min; activity, % at 10 µM; 370,000 tested, 0.79% active;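 active means activity above about 14%, limit read from the data; passing the limit was not always enough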;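 further: 0% = DMSO wells with 35 nM protein and 100% = DMSO wells with 750 nM protein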
SIAE inh: human SIAE inhibitors, primary screen, biochemical, fluorescence polarization, FP-Rh probe, 1536-well HTS | Sialate O-acetylesterase (Homo sapiens), Q9HAT2 | SIAE FP-Rh probe binding | inhibition, % at 9.66 µM | 370,000 tested, 0.69% active | AID 1053197, 2014;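 active means inhibition above a cutoff: mean of compounds within the control limits plus 3 SD of those, cut at about 17% in these data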;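 further: 0% = plate median of compound wells and 100% = probe without SIAE protein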
TCR-CD3 inh: inhibitors of human TCR-CD3 interaction, primary screen, biochemical, fluorescence, TAMRA-labeled TCR probe | inhibition, % at 9.4 µM | AID 651800, 2012 | 360,000 tested, 0.37% active | T-cell receptor (TCR); in the data active means inhibition above about 19%;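 further: recombinant mutant TCR 2C K166C tagged with TAMRA read by polarization; 0% = receptor in buffer alone and 100% = receptor with positive control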
LEDGF integ inh: blockers of LEDGF/p75-dependent integrase strand transfer – biochemical, TR-FRET, high throughput, primary screen; TR-FRET IN-LEDGF/p75 DNA integration, Eu/Cy5; 370,000 tested, 0.64% active; inhibition, % at 3.7 µM;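 active means inhibition above the screen-wide mean plus 3 SD, cut at about 13% in these data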;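 further: signal is the Cy5 over europium emission ratio at 671 and 618 nm; 0% = plate median of compound wells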
rCAG RNA binder: binders of r(CAG) RNA repeats, primary screen, biochemical, fluorescence. r(CAG) RNA repeat, TO-PRO-1 dye displacement fluorescence. inhibition, % at 3 µM. 370,000 tested, 1.3% active. AID 651821, 2012;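 active means inhibition above the plate cutoff, the mean of all test compounds on that plate plus 3 SD, cut at about 35% in these data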;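 further: 0% = DMSO alone and 100% = 100 µM mitoxantrone as full dye displacement; higher means more dye released from RNA so lower well fluorescence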
HTRA1 inh: HTRA1 serine protease inhibitors, primary screen, biochemical, fluorescence polarization, HTS. Q92743. recombinant HTRA1, FP-rhodamine activity-based probe. inhibition, % at 5.96 µM. 340,000 tested, 0.5% active. AID 504803, 2011; in the data active means inhibition above about 36%;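 further: 0% = enzyme with DMSO and 100% = wells lacking enzyme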
Target sequence (Q92743 whole entry, looked up): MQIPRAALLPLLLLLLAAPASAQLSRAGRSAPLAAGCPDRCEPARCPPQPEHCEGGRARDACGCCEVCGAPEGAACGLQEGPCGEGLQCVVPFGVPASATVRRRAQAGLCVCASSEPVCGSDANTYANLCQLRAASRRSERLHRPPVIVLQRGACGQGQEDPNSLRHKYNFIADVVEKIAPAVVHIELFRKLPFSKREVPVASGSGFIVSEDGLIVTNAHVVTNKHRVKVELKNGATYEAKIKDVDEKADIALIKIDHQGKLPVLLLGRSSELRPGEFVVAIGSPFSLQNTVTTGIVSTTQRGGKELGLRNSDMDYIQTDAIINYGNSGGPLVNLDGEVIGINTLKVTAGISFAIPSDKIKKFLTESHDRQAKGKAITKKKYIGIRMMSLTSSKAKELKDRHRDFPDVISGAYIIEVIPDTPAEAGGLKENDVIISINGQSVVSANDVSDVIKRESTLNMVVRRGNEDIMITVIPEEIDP
mABHD4 FP: ABHD4 inhibitors, primary screen, biochemical, fluorescence polarization, mouse | AID 720543, 2013 | 370,000 tested, 0.54% active | inhibition, % at 8.92 µM | purified mABHD4, FP-Rh probe fluorescence polarization | (Lyso)-N-acylphosphatidylethanolamine lipase (Mus musculus), Q8VD66;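 active means inhibition exceeding the mean over every tested compound plus 3 SD, cut at about 30% in these data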;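 further: 0% = plate median of compound wells and 100% = S159A mutant with DMSO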
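system = mouse ABHD4 enzyme, wild type | medium = HEPES pH 7.0, NaCl, Pluronic buffer | also added = FP-Rh probe | incubation = Enzyme–compound pre-incubation 45 min, then probe 60 min, both 25 °C | technique = fluorescence polarization, excitation 525 nm, emission 598 nm, BODIPY TMR filters | controls = S159A mutant high control, sample median low control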
* = called active by the depositor; . = not tested or not shown. Some of the compounds tested. The share of hits here may be higher or lower than overall.

SMILES	TDP2 absorb	PRMT1 inh	PG9 binder	NR1D1 modulator	SIAE inh	TCR-CD3 inh	LEDGF integ inh	rCAG RNA binder	HTRA1 inh	mABHD4 FP
CCc1c(C)nc2ncnn2c1NCc1cccs1	-3	-3	0.9	-2	2	4	1	-1	-10	-4
Cc1ccc(S(=O)(=O)c2nc(S(=O)(=O)c3ccccc3)sc2N2CCN(C)CC2)cc1	15	-4	0.3	-3	-1	10	-2	-4	-2	1
Cc1ccc(-c2ccc(CCC(=O)O)n2NC(=O)c2ccco2)cc1	-9	6	-0.4	-3	3	0	-3	3	0	0
CCC(C)c1ccccc1N1CC(C(=O)NCCc2ccc(OC)c(OC)c2)CC1=O (stereo unspecified)	-1	5	-0.1	-7	4	-2	-2	-8	4	3
COc1ccc(C(C[N+](=O)[O-])c2c(-c3ccccc3)cc3ccccn23)cc1OC (stereo unspecified)	8	3	-1.1	-5	3	8	0	8	18	9
CN(C1CCCCC1)S(=O)(=O)c1cn(C)c(=O)n(C)c1=O	6	3	0.1	-3	5	0	-4	-1	0	-5
O=C(C[C@@H]1CC[C@H](NS(=O)(=O)c2ccccc2F)[C@@H](CO)O1)NCCCN1CCOCC1	4	-5	-0.7	-1	3	-8	-3	1	.	5
CC(C)C(N)c1csc(Nc2nncc3ccccc23)n1 (stereo unspecified)	-9	4	1.2	-4	-7	4	2	16	.	3
C[C@@H]1CN([C@H](C)CO)C(=O)c2cccc(NS(=O)(=O)c3cccs3)c2O[C@H]1CN(C)Cc1ccccc1	17	-3	-0.8	-2	4	-9	1	-1	3	3
Cc1ccc(-n2nc(C)c3c(C)c(CCC(=O)NCC4CCCO4)c(=O)n(C)c32)cc1 (stereo unspecified)	-6	3	-0.2	16	2	1	-1	-1	4	-15

Sorted by number of heavy atoms (largest number first): part of the list above
SMILES	TDP2 absorb	PRMT1 inh	PG9 binder	NR1D1 modulator	SIAE inh	TCR-CD3 inh	LEDGF integ inh	rCAG RNA binder	HTRA1 inh	mABHD4 FP
Cc1ccc(-n2nc(C)c3c(C)c(CCC(=O)NCC4CCCO4)c(=O)n(C)c32)cc1 (stereo unspecified)	-6	3	-0.2	16	2	1	-1	-1	4	-15
COc1ccc(C(C[N+](=O)[O-])c2c(-c3ccccc3)cc3ccccn23)cc1OC (stereo unspecified)	8	3	-1.1	-5	3	8	0	8	18	9
Cc1ccc(-c2ccc(CCC(=O)O)n2NC(=O)c2ccco2)cc1	-9	6	-0.4	-3	3	0	-3	3	0	0
CN(C1CCCCC1)S(=O)(=O)c1cn(C)c(=O)n(C)c1=O	6	3	0.1	-3	5	0	-4	-1	0	-5

(further entries)
SMILES	TDP2 absorb	PRMT1 inh	PG9 binder	NR1D1 modulator	SIAE inh	TCR-CD3 inh	LEDGF integ inh	rCAG RNA binder	HTRA1 inh	mABHD4 FP
COCCN1CN=C(NS(=O)(=O)c2ccc(C)cc2)NC1	3	1	1.3	1	5	5	4	4	5	9
CC(C)CCN1CC(C(=O)NC(C)C)CC1=O (stereo unspecified)	1	-2	1.8	.	-4	0	-1	1	-7	-9
CC(C)[C@@H](NC(=O)C1CCN(C(=O)[C@@H]2CCCN2C(=O)OC(C)(C)C)CC1)C(=O)NCc1ccc(F)cc1	7	0	0.5	1	-2	7	-1	-7	-3	-2
Cc1ccc(CNC(=O)CCCOc2cc(=O)n(C)c3ccccc23)o1	0	17	1.3	-4	-3	-4	2	2	1	4
O=[N+]([O-])c1cccc(S(=O)(=O)c2ccc(NCCO)c([N+](=O)[O-])c2)c1	-5	0	-1.3	-2	3	0	0	5	-3	0
O=C(CSc1nnc(-c2ccncc2)n1Cc1ccco1)Nc1nccs1	-4	3	-0.7	1	2	-1	6	-4	9	-4
COCCNC(=O)c1ccc2c(=O)n(CCCN3CCCC3=O)c(=S)[nH]c2c1	-16	-5	-1.8	2	10	3	4	-3	1	-7
CCOCCCNC(=S)NCCCNc1nc2c(C)c(C)ccc2cc1C#N	-5	0	0.2	-6	1	4	-2	-1	-21	-15
Cc1ccc(-c2cc(C(=O)NN3CCOCC3)c3cc(Br)ccc3n2)o1	0	10	2.1	0	3	2	0	8	-4	2
CCc1cc(C(=O)NC2CCCN(Cc3ccccc3F)C2)n(C)n1 (stereo unspecified)	-13	-2	-0.5	4	-1	4	-1	0	-4	-4
CC1=C2N=C(N)N(Cc3ccccc3)C(Cc3ccccc3)C2n2c(=O)n(-c3ccccc3)c(=O)n2C1 (stereo unspecified)	-4	2	.	-4	6	.	2	15	.	8
O=C(NCc1ccc(F)cc1)C1CCCN1S(=O)(=O)c1ccccc1C(F)(F)F (stereo unspecified)	-4	-1	-0.9	-3	-12	4	-2	0	4	6
CCCCCCCCN1C(=O)[C@H](CC(=O)N2CCN(C(=O)OCC)CC2)C[C@@]2(C(=O)OCC)CCCC=C12	-5	-4	-0.9	-6	-2	-4	2	2	.	-5
CCC(C(=O)Nc1cccc(OC)c1)n1nc(C)c2c(C)n(-c3ccccc3)nc2c1=O (stereo unspecified)	-3	5	0.2	0	-6	5	-1	0	-4	-14
Cc1cccc(C)c1OCc1nnc(SCC(=O)Nc2ccccc2F)o1	-9	-1	1.2	0	-1	5	-1	-4	-1	-8
CC(C)c1cc(C(=O)NCc2ccc(F)cc2)c(N)s1	3	3	-0.6	0	1	-2	-7	8	.	-3
CC(C)CC(=O)Nc1ccc(C(=O)COC(=O)C2CCC2)cc1	-4	1	-2.2	6	5	-5	-2	-5	-4	6
N#CCC(=O)Nc1ccc(C(=O)OCC(=O)Nc2cc(-c3ccccc3)nn2-c2ccccc2)cc1	2	0	-0.2	-4	-34	52*	0	15	-65	-12
CSc1ccccc1NC(=O)CN(c1ccccc1)S(=O)(=O)N(C)C	9	2	1.2	3	-3	-4	-1	6	3	-9
Nc1ncnc(Nc2ccc(F)cc2)n1	-1	-4	1.9	-1	2	2	1	0	-1	6

Full records, quoted from the list.
Listed for CC(C)[C@@H](NC(=O)C1CCN(C(=O)[C@@H]2CCCN2C(=O)OC(C)(C)C)CC1)C(=O)NCc1ccc(F)cc1 : TDP2 absorb = 7; PRMT1 inh = 0; PG9 binder = 0.5; NR1D1 modulator = 1; SIAE inh = -2; TCR-CD3 inh = 7; LEDGF integ inh = -1; rCAG RNA binder = -7; HTRA1 inh = -3; mABHD4 FP = -2
Listed for CCc1cc(C(=O)NC2CCCN(Cc3ccccc3F)C2)n(C)n1 (stereo unspecified) : TDP2 absorb = -13; PRMT1 inh = -2; PG9 binder = -0.5; NR1D1 modulator = 4; SIAE inh = -1; TCR-CD3 inh = 4; LEDGF integ inh = -1; rCAG RNA binder = 0; HTRA1 inh = -4; mABHD4 FP = -4

Additional compounds
SMILES	TDP2 absorb	PRMT1 inh	PG9 binder	NR1D1 modulator	SIAE inh	TCR-CD3 inh	LEDGF integ inh	rCAG RNA binder	HTRA1 inh	mABHD4 FP
COc1ccc(CNC(=O)C(=O)NCC2OCCN2S(=O)(=O)c2cccs2)cc1 (stereo unspecified)	-1	3	-2.3	-3	-6	2	4	6	-4	-9
Cc1cc(C(=O)COC(=O)c2ccc[nH]c2=O)c(C)n1C1CC1	-3	-3	-1.3	-3	23*	4	0	-1	0	1
CCOc1ccc(CCNC(=O)CSc2nc3ncc(Cl)cc3[nH]2)cc1OCC	-6	2	-2.5	7	-8	2	1	-1	-7	-5
COc1ccc(-c2nc3ncnn3cc2C)cc1F	-19	-10	-0.9	1	0	-4	5	1	7	-8
CCOC(=O)c1cnc(-n2nc(C)cc2C)nc1NCc1ccc2c(c1)OCO2	1	-2	4.3	-12	-1	-5	6	-1	29	-11
CC(=O)N1N=C(c2ccc(C)cc2)OC1c1ccc(C(C)C)cc1 (stereo unspecified)	0	0	4.5	-5	-2	-7	6	-2	2	-10
CCOc1ccc(N(CC)C(=O)COc2cc(=O)n(C)c3ccccc23)cc1	-16	-3	0.3	0	-9	-4	3	2	-2	-4
Cc1ccc(S(=O)(=O)NCc2ccc3[nH]c(C)cc3c2)cc1	-9	4	1.0	6	-1	0	3	17	-10	1
COc1cc(NC(=O)COC(=O)/C=C/c2ccccc2Cl)cc(OC)c1	-23	1	-3.7	-2	3	4	1	0	-11	1
CC1CCN(S(=O)(=O)c2cccc(-c3nnc(-c4cccnc4)o3)c2)CC1	3	-3	0.0	1	5	-1	-4	-4	-7	-2
CCOc1ccccc1OCCOCCOc1ccccc1[N+](=O)[O-]	7	1	-1.7	1	4	-6	0	-2	-4	-2
Clc1ccc(CCNc2nc3ccccc3s2)cc1	-3	4	2.7	1	4	-7	2	-2	-28	-8

Quoted at random: two compounds from above, in no set order.
SMILES	TDP2 absorb	PRMT1 inh	PG9 binder	NR1D1 modulator	SIAE inh	TCR-CD3 inh	LEDGF integ inh	rCAG RNA binder	HTRA1 inh	mABHD4 FP
Clc1ccc(CCNc2nc3ccccc3s2)cc1	-3	4	2.7	1	4	-7	2	-2	-28	-8
CCOc1ccc(CCNC(=O)CSc2nc3ncc(Cl)cc3[nH]2)cc1OCC	-6	2	-2.5	7	-8	2	1	-1	-7	-5

Screening data from PubChem BioAssay.
